TRAIL sens C8 – viability loss with TRAIL in NB7+C8 cells, primary screen, TRAIL sensitizer project, cell-based, ATPlite luminescence; inhibition (viability loss, TRAIL sensitization), % at 10 µM; 360,000 tested, 1% active; AID 624354, 2012;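 active = compounds causing at least 50% loss of cell viability in the single-dose screen, relative to plate controls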
TLR9-MyD88 inh – inhibitors of TLR9-MyD88 association in cells, primary screen, cell-based, CHO, BLA complementation, fluorescence; inhibition, % at 4.98 µM; CCF4 FRET ratio; 340,000 tested, 0.21% active; Toll-like receptor 9 (Homo sapiens) + Myeloid differentiation primary response protein …;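 active = inhibition above the mean over all tested compounds plus 3 SD, cut at about 21% in these data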;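 note: 0% = DMSO only wells and 100% = clavulanate BLA inhibitor control wells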
SRC2 inh – inhibition of GAL4-SRC2 driven luciferase reporter, primary screen, SRC2 inhibitor project, cell-based, luminescence; AID 651957, 2012; Nuclear receptor coactivator 2 (Homo sapiens), Q15596; inhibition, % at 9 µM; HEK293 GAL4-SRC2 luciferase reporter; 370,000 tested, 0.17% active;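 active = inhibition above the mean inhibition of all tested compounds plus 3 SD, set per campaign, cut at about 52% in these data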;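 note: 0% = DMSO treated cells and 100% = cells given Gossypol at 36 µM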
Target sequence (Q15596 whole entry, looked up, the tested form may be a part): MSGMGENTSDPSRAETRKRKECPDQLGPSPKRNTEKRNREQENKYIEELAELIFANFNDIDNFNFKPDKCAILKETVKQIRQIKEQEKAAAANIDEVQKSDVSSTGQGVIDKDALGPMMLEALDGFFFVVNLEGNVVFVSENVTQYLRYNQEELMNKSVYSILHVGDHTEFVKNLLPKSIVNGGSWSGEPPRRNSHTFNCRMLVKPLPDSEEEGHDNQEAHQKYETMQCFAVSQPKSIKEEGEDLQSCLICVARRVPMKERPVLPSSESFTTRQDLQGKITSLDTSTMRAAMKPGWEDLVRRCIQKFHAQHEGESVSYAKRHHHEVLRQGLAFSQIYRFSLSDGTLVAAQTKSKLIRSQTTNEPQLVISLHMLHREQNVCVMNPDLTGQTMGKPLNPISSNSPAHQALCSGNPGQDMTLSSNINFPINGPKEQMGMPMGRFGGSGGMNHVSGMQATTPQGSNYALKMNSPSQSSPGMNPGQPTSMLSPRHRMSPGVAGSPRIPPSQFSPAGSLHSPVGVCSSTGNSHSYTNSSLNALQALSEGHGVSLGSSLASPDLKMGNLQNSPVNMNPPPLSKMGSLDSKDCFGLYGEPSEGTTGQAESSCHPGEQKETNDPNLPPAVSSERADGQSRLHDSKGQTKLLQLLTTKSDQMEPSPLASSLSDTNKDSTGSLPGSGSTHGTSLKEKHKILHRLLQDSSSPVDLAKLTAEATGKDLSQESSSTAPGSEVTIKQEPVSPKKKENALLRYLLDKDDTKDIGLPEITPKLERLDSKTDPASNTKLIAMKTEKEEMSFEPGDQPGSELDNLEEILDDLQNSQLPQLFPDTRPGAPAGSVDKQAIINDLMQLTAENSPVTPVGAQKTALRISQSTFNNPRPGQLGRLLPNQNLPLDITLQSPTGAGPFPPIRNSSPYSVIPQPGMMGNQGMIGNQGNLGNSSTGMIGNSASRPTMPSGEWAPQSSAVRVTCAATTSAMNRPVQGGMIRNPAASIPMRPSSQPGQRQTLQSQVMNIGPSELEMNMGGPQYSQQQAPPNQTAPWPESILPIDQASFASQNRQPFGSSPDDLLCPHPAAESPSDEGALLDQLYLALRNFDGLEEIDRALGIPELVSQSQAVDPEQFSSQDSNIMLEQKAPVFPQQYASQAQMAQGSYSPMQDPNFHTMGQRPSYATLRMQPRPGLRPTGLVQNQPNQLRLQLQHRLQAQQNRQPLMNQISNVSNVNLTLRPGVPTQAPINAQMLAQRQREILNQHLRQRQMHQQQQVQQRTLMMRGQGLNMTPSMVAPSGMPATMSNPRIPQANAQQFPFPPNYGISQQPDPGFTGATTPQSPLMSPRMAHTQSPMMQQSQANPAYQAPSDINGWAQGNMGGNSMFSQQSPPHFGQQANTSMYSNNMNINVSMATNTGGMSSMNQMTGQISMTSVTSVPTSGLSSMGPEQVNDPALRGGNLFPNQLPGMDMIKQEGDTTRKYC
LMP1 NFkB inh – EBV LMP1-driven NF-kappaB luciferase reporter inhibitors, primary screen, cell-based, luminescence, single point. LMP1-induced NF-kappaB luciferase reporter cells. inhibition, % at 12.5 µM. 350,000 tested, 0.69% active. AID 504558, 2011; in the data active = inhibition above about 41%;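 note: 0% = neutral control wells and 100% = reference inhibitor control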
SRC3 inh – SRC3 coactivator transcriptional activity inhibitors, primary screen, cell-based, luminescence. inhibition, % at 3.6 µM. HEK293 GAL4-SRC3 luciferase reporter. AID 588352, 2011. Nuclear receptor coactivator 3 (Homo sapiens), Q9Y6Q9. 360,000 tested, 0.17% active;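 active = inhibition above a per-campaign cutoff, the mean of all compounds plus 3 SD, cut at about 60% in these data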;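 note: 0% = DMSO-treated cells and 100% = gossypol-treated cells at 36 µM; higher means less SRC3-driven luciferase light from the GAL4 reporter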
SRC1 inh – SRC1 coactivator transcriptional activity inhibitors, primary screen, cell-based, luminescence | Nuclear receptor coactivator 1 (Homo sapiens), Q15788 | HEK293 GAL4-SRC1 luciferase reporter | inhibition, % at 3.6 µM | 360,000 tested, 0.12% active;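 active = inhibition above the campaign mean plus 3 SD, with each screening campaign given its own cutoff, cut at about 60% in these data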;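 note: 0% = DMSO treated cells and 100% = gossypol at 36 µM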
LRH-1 inv ag – LRH-1 (NR5A2) inverse agonists, primary screen, cell-based, luminescence, HEK293T, StAR-luciferase reporter. LRH-1 transfected, 24 h. inhibition, % at 3.6 µM. 360,000 tested, 0.13% active;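 active = inhibition above the mean inhibition of all tested compounds plus 3 SD, cut at about 73% in these data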;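 note: 0% = DMSO wells and 100% = reporter-only cells lacking LRH-1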
TROY signal inh – inhibitors of TROY-driven NF-kB signaling, primary screen, Q293 LMP1-TROYcd cells, NF-kB luciferase, uHTS; Q293 LMP1-TROYcd NF-kB luciferase reporter, 4 h; inhibition, % at 10 µM; 360,000 tested, 0.98% active; AID 1347056, 2019;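 active = compounds whose plate-normalised and pattern-corrected inhibition of the luciferase reporter signal at the single screening dose is 50% or more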
COUP-TFII inh – NR2F2 transcriptional activity inhibitors, primary screen, cell-based, luciferase reporter, HEK293T, luminescence. COUP transcription factor 2 (Homo sapiens), P24468. 370,000 tested, 0.7% active. inhibition, % at 8.6 µM. HEK293T NGFI-A luciferase reporter;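 active = inhibition above a per-plate cutoff, mean inhibition of test wells between control levels plus 3 SD, cut at about 38% in these data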;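 note: cells cotransfected with COUP-TFII expression vector driving the NGFI-A reporter; 0% = median of COUP-TF2 test wells and 100% = reporter-only cells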
TWEAK-Fn14 inh – inhibitors of TWEAK-Fn14 signaling, primary screen, luciferase reporter cells, uHTS; 360,000 tested, 2% active; AID 1159606, 2016; inhibition, % at 10 µM; TWEAK-stimulated Fn14 reporter cells, luciferase luminescence, 8 h; in the data active = inhibition above about 50%
NOD2-RIPK2 inh – NOD2-RIPK2 binding disruptors in cells, primary screen, fluorescence, CHO cells, BLA complementation; Receptor-interacting serine/threonine-protein kinase 2 (Homo sapiens), O43353; CCF4 ratio; inhibition, % at 4.98 µM; 360,000 tested, 0.38% active; in the data active = inhibition above about 21%;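 note: 0% = vehicle only and 100% = reference blocker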
* hit, by the source's call.

For CCOc1ccc(N2Nc3n[nH]c(N)c3N2)cc1 the results were TRAIL sens C8 -6.6, TLR9-MyD88 inh -2.0, SRC2 inh -41.8, LMP1 NFkB inh 1.4, SRC3 inh -21.3, SRC1 inh -17.8, LRH-1 inv ag -21.2, TROY signal inh 21.3, COUP-TFII inh -18.9, TWEAK-Fn14 inh 20.7 and NOD2-RIPK2 inh -4.3.
`CCCCS(=O)(=O)Nc1ccc(C(=O)NCC2CCCO2)cc1` (stereo unspecified) gave TRAIL sens C8 -13.2, TLR9-MyD88 inh -7.0, SRC2 inh -21.2, LMP1 NFkB inh 1.2, SRC3 inh -0.9, SRC1 inh -7.2, LRH-1 inv ag -7.9, TROY signal inh 8.2, COUP-TFII inh 0.3, TWEAK-Fn14 inh 17.8 and NOD2-RIPK2 inh -8.9.
`CC(=O)Nc1ccc(S(=O)(=O)NC2(C(F)(F)F)C(=O)NC(C)=C2C#N)cc1` (stereo unspecified) gave TRAIL sens C8 -7.6, TLR9-MyD88 inh 1.6, SRC2 inh -5.8, LMP1 NFkB inh 1.1, SRC3 inh 17.8, SRC1 inh 13.8, LRH-1 inv ag 10.3, TROY signal inh 9.7, COUP-TFII inh 1.7, TWEAK-Fn14 inh -9.1 and NOD2-RIPK2 inh -10.8.
For Cc1cc(Br)cn2c(Cc3cccc(F)c3)c(-c3cccc(Br)c3)nc12 the results were TRAIL sens C8 -4.7, SRC2 inh 5.7, SRC3 inh 11.4, SRC1 inh 10.0, LRH-1 inv ag -0.5, TROY signal inh 45.6, COUP-TFII inh -10.0, TWEAK-Fn14 inh 49.5 and NOD2-RIPK2 inh -10.7.
`CCCN1CCN(CCCNC(=O)Cn2nc(-c3ccc(C)cc3)ccc2=O)CC1` gave TRAIL sens C8 -18.6, TLR9-MyD88 inh -2.8, SRC2 inh -2.7, LMP1 NFkB inh -0.9, SRC3 inh -8.4, SRC1 inh 2.7, LRH-1 inv ag 6.6, TROY signal inh -7.0, COUP-TFII inh 7.7, TWEAK-Fn14 inh -0.4 and NOD2-RIPK2 inh -6.9.
`Cc1ccc(O)c(NC(=S)NC(=O)Cc2ccc(Cl)cc2)c1` gave TRAIL sens C8 0.9, TLR9-MyD88 inh -1.2, SRC2 inh -14.5, LMP1 NFkB inh 18.3, SRC3 inh -8.1, SRC1 inh -16.7, LRH-1 inv ag 2.4, TROY signal inh 30.3, COUP-TFII inh 3.9, TWEAK-Fn14 inh 5.8 and NOD2-RIPK2 inh 5.3.
For COC(=O)CNC(=O)CNC(=O)c1nn(-c2ccc(OC)c(Cl)c2)c(=O)c2ccccc12 the results were TRAIL sens C8 -5.3, TLR9-MyD88 inh 2.4, SRC2 inh -19.2, LMP1 NFkB inh -7.5, SRC3 inh -14.4, SRC1 inh 0.6, LRH-1 inv ag 2.5, TROY signal inh -3.1, COUP-TFII inh 2.8, TWEAK-Fn14 inh -19.3 and NOD2-RIPK2 inh 0.4.
For CCCCOc1ccc(C(=O)N(Cc2ccco2)C2CCS(=O)(=O)C2)cc1 (stereo unspecified) the results were TRAIL sens C8 -10.6, TLR9-MyD88 inh 0.4, LMP1 NFkB inh 12.4, SRC3 inh -6.3, SRC1 inh 6.4, LRH-1 inv ag -3.5, TROY signal inh -7.2, TWEAK-Fn14 inh -3.1 and NOD2-RIPK2 inh -3.5.
`CCn1c2ccccc2c2cc(NC(=O)c3ccc(=O)oc3)ccc21` gave TRAIL sens C8 -6.6, SRC2 inh 16.4, SRC3 inh 4.4, SRC1 inh -4.8, LRH-1 inv ag 17.1, TROY signal inh -20.5, COUP-TFII inh 5.5, TWEAK-Fn14 inh -8.4 and NOD2-RIPK2 inh 16.1.
For Cc1cccnc1Nc1nc(-c2ccc(O)cc2)cs1 the results were TRAIL sens C8 -6.7, TLR9-MyD88 inh 7.1, SRC2 inh -50.0, LMP1 NFkB inh -23.1, SRC3 inh -98.5, SRC1 inh -80.8, LRH-1 inv ag -108.2, TROY signal inh -52.1, COUP-TFII inh -30.2, TWEAK-Fn14 inh -34.7 and NOD2-RIPK2 inh -4.3.
For N#Cc1ccc(C(C(=O)NCc2ccccc2)n2c(=O)c(-c3ccco3)nc3ccccc32)cc1 (stereo unspecified) the results were TRAIL sens C8 3.2, SRC2 inh -22.2, LRH-1 inv ag 14.4, COUP-TFII inh 4.3 and NOD2-RIPK2 inh -6.1.
`COCCNC(=S)N(CCc1c(C)[nH]c2ccc(OC)cc12)Cc1cccnc1` gave TRAIL sens C8 -23.8, TLR9-MyD88 inh -5.8, SRC2 inh -49.3, LMP1 NFkB inh 42.0*, SRC3 inh -1.3, SRC1 inh 19.6, LRH-1 inv ag 22.1, TROY signal inh 13.7, COUP-TFII inh -6.5, TWEAK-Fn14 inh -11.6 and NOD2-RIPK2 inh -14.1.
For O=C(COC(=O)C(Cc1ccccc1)NC(=O)c1ccc(Cl)cc1)c1ccc(Cl)cc1 (stereo unspecified) the results were TRAIL sens C8 -1.6, TLR9-MyD88 inh -14.4, SRC2 inh 2.9, LMP1 NFkB inh 2.8, SRC3 inh -0.3, SRC1 inh -6.8, LRH-1 inv ag -4.1, TROY signal inh -19.2, COUP-TFII inh -9.6, TWEAK-Fn14 inh 5.4 and NOD2-RIPK2 inh -0.4.
For CN(C)c1ccc(C2SCCN2C(=O)c2ccc([N+](=O)[O-])cc2)cc1 (stereo unspecified) the results were TRAIL sens C8 3.9, TLR9-MyD88 inh 6.1, SRC2 inh -27.5, LMP1 NFkB inh -2.7, SRC3 inh -13.3, SRC1 inh -10.4, LRH-1 inv ag 11.1, TROY signal inh 21.6, COUP-TFII inh 2.7, TWEAK-Fn14 inh -2.9 and NOD2-RIPK2 inh -2.2.
Screening C#CCN(N(C)c1ncc(C(F)(F)F)cc1Cl)S(=O)(=O)c1ccc2ccccc2c1 returned TRAIL sens C8 7.8, TLR9-MyD88 inh -8.2, SRC2 inh 6.4, LMP1 NFkB inh 0.7, SRC3 inh 15.5, SRC1 inh -2.4, LRH-1 inv ag -10.7, TROY signal inh -0.3, COUP-TFII inh 10.4, TWEAK-Fn14 inh 18.0 and NOD2-RIPK2 inh -9.6.
For CCCCc1ccc(S(=O)(=O)NC2CCS(=O)(=O)C2)cc1 (stereo unspecified) the results were TRAIL sens C8 4.6, TLR9-MyD88 inh -4.1, SRC2 inh -9.1, LMP1 NFkB inh 18.6, SRC3 inh 20.5, SRC1 inh -0.8, LRH-1 inv ag 10.7, TROY signal inh 14.3, COUP-TFII inh -1.9, TWEAK-Fn14 inh 17.4 and NOD2-RIPK2 inh -10.7.
For CCSc1nnc(Cn2c(=O)sc3ccccc32)n1-c1ccccc1C the results were TRAIL sens C8 -7.6, TLR9-MyD88 inh -0.8, SRC2 inh -1.2, LMP1 NFkB inh -5.4, SRC3 inh -3.4, SRC1 inh -28.3, LRH-1 inv ag -1.8, TROY signal inh -12.4, COUP-TFII inh 27.9, TWEAK-Fn14 inh 3.1 and NOD2-RIPK2 inh 8.0.
`Cc1ccc(N2CCCCn3c2nc2c3c(=O)[nH]c(=O)n2C)cc1` gave TRAIL sens C8 -25.1, TLR9-MyD88 inh 4.5, SRC2 inh -5.4, LMP1 NFkB inh -1.6, SRC3 inh -11.2, SRC1 inh 3.2, LRH-1 inv ag -18.1, TROY signal inh -4.7, COUP-TFII inh 15.6, TWEAK-Fn14 inh -2.7 and NOD2-RIPK2 inh 1.8.
`CC(=O)C12C3C4C(C5C1C3C5(Br)C41OCCO1)C21OCCO1` (stereo unspecified) gave TRAIL sens C8 -7.0, TLR9-MyD88 inh 0.9, SRC2 inh -14.6, LMP1 NFkB inh -0.2, SRC3 inh 20.6, SRC1 inh 1.9, LRH-1 inv ag 22.2, TROY signal inh 3.9, COUP-TFII inh 1.4, TWEAK-Fn14 inh -0.5 and NOD2-RIPK2 inh -0.3.
Screening COc1ccc(-c2nc3ccc(Cl)cn3c2Cc2ccsc2)cc1OC returned TRAIL sens C8 -10.6, SRC2 inh -12.3, SRC3 inh -15.9, SRC1 inh -28.2, LRH-1 inv ag -12.1, TROY signal inh -22.1, COUP-TFII inh -8.9, TWEAK-Fn14 inh 5.5 and NOD2-RIPK2 inh -0.4.
`CCOc1ccc(C(=O)CN2C(=O)NC3(CCCc4ccccc43)C2=O)cc1` (stereo unspecified) gave TRAIL sens C8 -2.6, TLR9-MyD88 inh -3.5, SRC2 inh -17.5, LMP1 NFkB inh -10.8, SRC3 inh -7.0, SRC1 inh -5.5, LRH-1 inv ag -0.2, TROY signal inh 12.4, COUP-TFII inh -4.7, TWEAK-Fn14 inh 17.1 and NOD2-RIPK2 inh -11.0.
`Cc1ccsc1/C=C/C1=Cc2c(sc(NC(=O)CSc3n[nH]c(N)n3)c2C#N)C(C)(C)C1` gave TRAIL sens C8 2.2, TLR9-MyD88 inh 4.2, SRC2 inh 2.0, LMP1 NFkB inh -37.8, SRC3 inh -4.2, SRC1 inh -8.7, LRH-1 inv ag -9.1, TROY signal inh -2.3, COUP-TFII inh 4.4, TWEAK-Fn14 inh -0.8 and NOD2-RIPK2 inh 9.6.
`CCn1c(SCC(=O)Nc2ccc(NC(C)=O)cc2)nc2c([nH]c3ccccc32)c1=O` gave TRAIL sens C8 3.6, TLR9-MyD88 inh 1.7, SRC2 inh -71.2, LMP1 NFkB inh -2.7, SRC3 inh 25.9, SRC1 inh -10.0, LRH-1 inv ag 25.9, TROY signal inh 18.3, COUP-TFII inh 0.5, TWEAK-Fn14 inh -12.2 and NOD2-RIPK2 inh -5.5.
Screening COc1ccc(S(=O)(=O)N2c3ccccc3OCC2CC(=O)O)cc1 (stereo unspecified) returned TRAIL sens C8 18.5, TLR9-MyD88 inh -0.7, SRC2 inh -9.4, LMP1 NFkB inh -2.6, SRC3 inh 0.6, SRC1 inh -0.6, LRH-1 inv ag -4.7, TROY signal inh 6.0, COUP-TFII inh 18.7, TWEAK-Fn14 inh -11.8 and NOD2-RIPK2 inh 1.5.
`O=C(Nc1nc2c(s1)CN(Cc1ccccc1)CC2)C1CCCC1` gave TRAIL sens C8 -5.1, TLR9-MyD88 inh 0.4, SRC2 inh -26.2, LMP1 NFkB inh -12.4, SRC3 inh -0.5, SRC1 inh -17.4, LRH-1 inv ag -16.0, TROY signal inh -26.7, COUP-TFII inh -17.7, TWEAK-Fn14 inh -7.6 and NOD2-RIPK2 inh -3.3.
Screening COc1cccc(C2SCC(=O)N2c2ccc(C)cc2)c1OC (stereo unspecified) returned TRAIL sens C8 -13.7, TLR9-MyD88 inh -17.6, SRC2 inh 20.0, LMP1 NFkB inh 7.8, SRC3 inh 9.4, SRC1 inh -30.6, LRH-1 inv ag 9.0, TROY signal inh 1.0, COUP-TFII inh 3.0, TWEAK-Fn14 inh 5.2 and NOD2-RIPK2 inh -4.6.

This is a subset, so the mix of outcomes need not match the whole.
